# Screening results (PubChem BioAssay)
# AHR activator: AHR activators, primary screen, cell-based, luminescence, luciferase reporter, human; AHR-responsive luciferase reporter cells; activation, % at 5 µM; 320,000 tested, 2.5% active; in the data active = activation above about 47%;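 note: 0% = vehicle wells and 100% = reference agonist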
# Target sequence (P35869 whole entry, looked up): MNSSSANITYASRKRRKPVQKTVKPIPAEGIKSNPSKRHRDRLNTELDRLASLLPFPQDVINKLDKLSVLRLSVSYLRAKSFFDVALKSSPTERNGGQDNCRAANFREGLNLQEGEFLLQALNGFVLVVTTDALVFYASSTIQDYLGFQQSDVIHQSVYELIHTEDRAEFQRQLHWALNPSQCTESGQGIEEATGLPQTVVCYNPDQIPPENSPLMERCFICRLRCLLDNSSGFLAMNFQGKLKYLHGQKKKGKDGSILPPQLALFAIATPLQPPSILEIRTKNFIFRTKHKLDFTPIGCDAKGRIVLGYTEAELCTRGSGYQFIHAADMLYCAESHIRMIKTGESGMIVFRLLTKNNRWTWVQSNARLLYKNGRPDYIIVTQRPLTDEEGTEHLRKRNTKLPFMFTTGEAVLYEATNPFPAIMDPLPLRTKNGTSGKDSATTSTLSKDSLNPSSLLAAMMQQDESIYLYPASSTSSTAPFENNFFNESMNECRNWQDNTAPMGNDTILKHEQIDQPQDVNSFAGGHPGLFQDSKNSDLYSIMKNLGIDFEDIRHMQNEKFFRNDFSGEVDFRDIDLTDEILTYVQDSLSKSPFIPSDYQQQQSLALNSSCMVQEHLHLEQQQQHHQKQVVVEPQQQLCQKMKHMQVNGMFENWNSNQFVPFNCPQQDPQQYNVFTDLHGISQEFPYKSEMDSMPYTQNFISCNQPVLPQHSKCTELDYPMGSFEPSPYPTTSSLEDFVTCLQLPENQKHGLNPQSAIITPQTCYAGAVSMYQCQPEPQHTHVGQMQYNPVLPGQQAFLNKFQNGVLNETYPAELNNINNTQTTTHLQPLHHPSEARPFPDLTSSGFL
# AGP1-GFP MLPCN: modulators of AGP1-GFP expression in yeast TOR pathway, primary screen, cell-based, multiplex flow cytometry, S. cerevisiae, MLPCN library; 3 h; GFP as percent of DMSO wells; GFP response vs DMSO, % at 10 µM; 320,000 tested, 0.02% active;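 active = GFP response relative to DMSO above a set limit, near screen average plus 3 SD, cut at about 150% in these data; inconclusive = fewer than 70 cells counted for the yeast strain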;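 note: median GFP channel fluorescence of the gated AGP1 strain per well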
# CIT2 TOR yeast: modulators of CIT2-GFP expression in yeast, primary screen, S. cerevisiae, GFP fusion, multiplex flow cytometry, MLPCN library | S. cerevisiae CIT2-GFP strain, 3 h; 100 means same as DMSO wells | GFP response vs DMSO, % at 10 µM | 320,000 tested, 0.065% active;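 active = GFP response relative to DMSO above a set limit, near the screen mean plus 3 SD, cut at about 150% in these data; inconclusive = Fewer than 70 cells measured for a yeast strain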;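 note: ratio of well median GFP fluorescence to mean of DMSO wells on the plate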
# Efflux pump inh: inhibitors of Candida efflux pumps in yeast, primary screen, S. cerevisiae, Nile Red, multiplex; S. cerevisiae Candida pump triplex; inhibition, % at 10 µM; 330,000 tested, 0.44% active; AID 485275, 2010;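 active = plate passing quality check with inhibition over a set limit, or well fluorescence over plate mean plus 4 SD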;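 note: Nile Red retained in pooled yeast measured as flow cytometry median fluorescence; 0% = buffer negative control and 100% = Enniatin B positive control; higher means more Nile Red kept so more efflux inhibition; some compounds called inactive have numbers as strong as hits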
# RPL19A TOR yeast: RPL19A-GFP expression modulators in yeast, primary screen, cell-based, S. cerevisiae, multiplex flow cytometry, MLPCN; S. cerevisiae RPL19A-GFP strain, 3 h; hits give low values; 330,000 tested, 0.3% active; percent response vs DMSO, % at 10 µM;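 active = percent response vs DMSO below 50%; inconclusive = fewer than 70 events counted for the yeast strain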;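 note: median channel GFP fluorescence of the barcoded RPL19A-GFP strain; ratio of sample median GFP to plate DMSO average so 100% = DMSO; lower means less RPL19A-GFP as with rapamycin TOR inhibition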
# Yeast superoxide: reduction of superoxide in aged yeast, primary screen, HTS. S. cerevisiae aged cells, superoxide DHE fluorescence; hits give low values. 330,000 tested, 0.18% active. superoxide response (% of plate mean), % at 10 µM;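 active = superoxide response under a set limit, about three screen SD below normal, cut at about 65% in these data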;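 note: yeast aged for seven days with compound at 30 °C before DHE staining; 100% = average MFI of all compound-treated wells on the plate with controls excluded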
# MEP2 TOR yeast: modulators of MEP2-GFP levels in yeast, primary screen, S. cerevisiae, multiplex flow cytometry, MLPCN library; S. cerevisiae MEP2-GFP strain, 3 h; 100% = DMSO control level; GFP response vs DMSO, % at 10 µM; 330,000 tested, 0.51% active; AID 2016, 2009;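 active = GFP response versus DMSO above a set limit, roughly screen mean plus 3 SD, cut at about 180% in these data; inconclusive = fewer than 70 cells counted for a yeast strain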;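 note: median GFP fluorescence of the barcode-gated MEP2-GFP cells per well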
# LAP4 TOR yeast: modulators of LAP4-GFP expression in yeast, primary screen, S. cerevisiae, multiplex flow cytometry, MLPCN library | 320,000 tested, 0.34% active | GFP response vs DMSO, % at 10 µM | 3 h; median GFP as percent of DMSO wells;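 active = GFP response vs DMSO above a set limit, about the screen mean plus 3 SD, cut at about 150% in these data; inconclusive = under 70 cell events counted for the yeast strain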
# * marks the source's active call; other numbers are inactive results; ? = inconclusive; . = no result given; [ ] = remark or other dose. Compounds as they come; any-hit rate near 3.9%.
SMILES,AHR activator,AGP1-GFP MLPCN,CIT2 TOR yeast,Efflux pump inh,RPL19A TOR yeast,Yeast superoxide,MEP2 TOR yeast,LAP4 TOR yeast
Cc1c(CC(=O)N2CCN(C(=O)C3COc4ccccc4O3)CC2)c(=O)oc2cc(O)cc(O)c12 (configuration not stated),1,107,108,-0.1,101,111,114,97
CC(=O)Nc1nc2ccccc2n1CCN(C)C,1,104,92,0.0,100,101,104,97
CCOc1cc(N2CCOCC2)c(OCC)cc1NC(=O)COc1cccc(CC)c1,0,95,98,0.1,96,100,100,103
COC(=O)CCC(=O)Nc1c(C)n(C)n(-c2ccccc2)c1=O,1,106,106,0.5,102,87,103,105
CC1Cc2ccccc2N1S(=O)(=O)c1cccc(C(=O)N2CC(=O)Nc3ccccc32)c1 (configuration not stated),13,100,95,0.1,103,82,109,103
O=C(CN1CCOCC1)Nc1ccc([N+](=O)[O-])cc1Br,-1,92,90,0.2,105,97,112,100
C[C@@H](C(=O)NCc1c(F)cccc1Cl)N1C(=O)N2CCc3c([nH]c4ccccc34)[C@@]2(C)C1=O,2,96,92,0.6,94,129,102,97
O=C(Nc1ccc2ccccc2c1)C(=O)C1C(=O)Nc2ccccc21 (configuration not stated),24,100,104,0.0,104,93,106,98
O=C(O)CNC(=O)C(Cc1ccccc1)NC(=O)OCc1ccccc1 (configuration not stated),-1,107,128,-0.1,107,95,109,111
CN(C)S(=O)(=O)c1cccc(COC(=O)CN2CCCCCC2=O)c1,0,92,91,0.0,96,115,108,74
COc1ccc(N/C(C)=C2/C(=O)C(=O)N(CCO)C2c2ccc([N+](=O)[O-])cc2)cc1 (configuration not stated),1,94,100,0.0,95,110,97,96
COc1cccc(C(=O)Nc2ccc3ccccc3c2)c1,15,89,88,0.0,102,96,98,100
Cc1ccc(C(=O)Nc2c(C(=O)N3CCOCC3)cnn2-c2ccccc2)cc1,-1,104,112,0.0,101,94,108,101
COc1ccc(S(=O)(=O)N2CCCC(C(=O)NC3CC3)C2)cc1OC (configuration not stated),-1,108,105,0.0,95,110,97,103
COc1cccc(N2CN(C3CCCCC3)CNC2=S)c1,-2,96,92,0.2,101,118,104,99
CC(C)(C)n1ncc2c(=O)n(Cc3ccc(Cl)cc3Cl)cnc21,1,105,108,0.0,101,99,104,100
O=C(c1ccccc1)C1CCN(C(=O)c2cccs2)CC1,1,107,94,0.0,101,97,99,115
O=C(Nc1ccccc1N1CCCC1)c1ccc(Br)o1,3,99,94,0.0,98,91,104,99
O=C(CNc1cccc([N+](=O)[O-])c1)N/N=C/c1ccc([N+](=O)[O-])o1,10,89,.,0.1,85,124,94,91
Cn1nc(C(F)(F)F)c2cc(C(=O)Nc3ccc(C(F)(F)F)cc3)sc21,-5,96,95,0.2,98,116,96,99
Cc1ccc(NC(=O)CSCc2ccc(F)cc2)cc1,3,105,97,-0.1,100,92,116,107
Cc1ccc2nc(-c3ccc(NC(=O)CSc4nccc(=O)[nH]4)cc3)sc2c1,-10,100,107,0.5,107,87,108,96
NNc1nc2c(F)cccc2s1,67*,99,104,-0.1,104,90,99,101
O=C(O)C1(P(=O)(c2ccccc2)c2ccccc2)CCC1,4,111,105,0.1,105,103,104,102
O=S(=O)(c1ccc(SCc2ccc(Br)cc2)nc1)N1CCOCC1,0,105,101,-0.2,96,113,100,108
CN(C(=O)c1ccco1)c1nc(CC(=O)Nc2ccccc2)cs1,37,94,96,-0.1,95,107,98,102
Cc1ccc(NC(=O)NC(=O)CSc2nnc(-c3ccc(Cl)cc3Cl)n2N)c(C)c1,16,97,103,-2.3,104,102,99,91
COc1ccccc1-c1cn[nH]c(=S)n1,9,105,102,-0.1,95,100,98,101
O=C1CC(N2CCN(c3ccc(F)cc3)CC2)C(=O)N1Cc1ccccc1 (configuration not stated),1,98,102,-0.1,106,109,108,106
COc1ccc(N2CCN(C(=O)NCc3cccc(OC)c3)CC2)cc1,-2,102,104,0.2,99,100,109,93

# Already shown: 3 of the compounds above.
SMILES,AHR activator,AGP1-GFP MLPCN,CIT2 TOR yeast,Efflux pump inh,RPL19A TOR yeast,Yeast superoxide,MEP2 TOR yeast,LAP4 TOR yeast
COc1ccccc1-c1cn[nH]c(=S)n1,9,105,102,-0.1,95,100,98,101
O=C1CC(N2CCN(c3ccc(F)cc3)CC2)C(=O)N1Cc1ccccc1 (configuration not stated),1,98,102,-0.1,106,109,108,106
COc1ccc(N2CCN(C(=O)NCc3cccc(OC)c3)CC2)cc1,-2,102,104,0.2,99,100,109,93

# (listing goes on)
SMILES,AHR activator,AGP1-GFP MLPCN,CIT2 TOR yeast,Efflux pump inh,RPL19A TOR yeast,Yeast superoxide,MEP2 TOR yeast,LAP4 TOR yeast
Cn1c(SCC(=O)Nc2ccc(NC(=O)c3cccs3)cc2)nnc1-c1ccncc1,0,104,97,0.0,100,118,106,106
NCCCCNCCCN,-1,87,84,0.0,92,92,95,105
O=C(NCc1ccccc1)c1cc(-c2ccncc2)nc2ccc(S(=O)(=O)N3CCOCC3)cc12,2,100,107,-0.3,106,108,113,112
CC(=O)NC(CC(=O)NC(C)c1ccc(Cl)cc1Cl)c1ccccc1 (configuration not stated),1,103,101,0.4,104,108,104,104
C=CCn1c(=O)n(CCOC)c(=O)c2sc3ccccc3c21,14,92,87,-0.1,93,90,94,101
CSc1nnc(SCC(=O)NC(=O)c2ccccc2)s1,3,107,102,-0.1,99,106,102,109
CC(C)(C)C(=O)Nc1sc2c(c1-c1nc3ccccc3[nH]1)CCCC2,9,95,81,1.1,94,120,101,100
O=C1C(=O)N(c2ccc(O)cc2)C(c2ccccc2[N+](=O)[O-])/C1=C(\O)c1ccccc1 (configuration not stated),36,98,100,0.0,109,103,109,105
CCOc1ccccc1N1CCN(C(=O)NCc2ccc(F)cc2)CC1,9,104,95,0.0,101,120,101,99
COc1ccc(C)cc1NC(=O)c1ccc(OC(F)F)cc1,70*,91,97,0.5,101,95,94,94
COc1cc(NC(=S)N(C)CCC#N)c(OC)cc1Cl,4,109,98,-0.1,96,96,97,107
O=C(CCCn1c(=O)[nH]c2cc(Cl)ccc2c1=O)NC1CCCCCC1,3,107,101,-0.1,99,83,101,95
COC(=O)c1ccccc1NC(=O)c1ccc(Cn2cc(Cl)cn2)o1,6,?,?,0.1,?,94,?,?
CN1C(=O)C2CN(CCc3ccccc3)CNC2N(C)C1=O (configuration not stated),12,104,97,-0.1,102,85,105,97
COc1ccc2[nH]c3c(=O)n(CCCCC(=O)N4CCCC4)c(=S)[nH]c3c2c1,13,101,103,-0.1,99,93,101,101
CC(CC(=O)N(C)CC(=O)Nc1ccc(N2CCOCC2)cc1)c1ccccc1 (configuration not stated),3,98,103,0.0,93,100,96,99
CCOC(=O)c1c(C)[nH]c(C2=NNC(=NC3CC3)SC2)c1C,23,106,105,0.0,103,95,106,96
CN(C)S(=O)(=O)c1ccc(N2CCCC2)c(C(=O)Nc2ccc(C(N)=O)cc2)c1,4,108,102,-0.1,100,98,98,103
O=C(CCCc1nc(-c2ccc(Cl)cc2)no1)Nc1cccnc1,-1,95,102,0.0,98,93,110,100
COc1ccc(C(=O)O)cc1S(=O)(=O)Nc1ccc(Oc2ccccc2)cc1,1,93,86,0.0,92,96,97,93
Cc1ccc(N=C2SC(C(=O)NCCc3ccccc3)CC(=O)N2C)cc1C (configuration not stated),2,107,96,0.0,98,102,101,105
CCn1nc(C(=O)OCC(=O)NCCN2C(=O)CSC2=O)c2ccccc2c1=O,2,92,99,-0.1,103,105,92,90
COc1ccc(-c2nn(-c3ccccc3)cc2/C=N/O)cc1,38,87,90,0.0,99,103,99,110
Cn1cc(C2=C(c3ccc(Cl)cc3Cl)C(=O)NC2=O)c2ccccc21,26,89,93,-0.1,100,94,95,102
CNc1ccc(/C=C/C(=O)c2ccc3c(c2)OCCO3)cc1[N+](=O)[O-],1,88,95,0.0,98,99,106,98
Cn1c(=O)c2c(nc(NCc3ccco3)n2Cc2ccccc2Cl)n(C)c1=O,2,92,86,0.1,93,115,96,90
Cc1ccc(N2CC(C(=O)Nc3nccs3)CC2=O)cc1Cl (configuration not stated),5,.,99,0.0,93,118,104,101
COC1CCCN(Cc2c(C(=O)N3CCc4ccccc4C3)nc3ccc(Cl)cn23)C1 (configuration not stated),4,100,98,0.1,101,110,101,94
COc1ccc(C(=O)Cc2nnc(C)s2)c(OC)c1,-1,99,105,8.0*,104,99,95,91
CCCCC(=O)Nc1cc(N(C)C)nc2ccccc12,11,106,99,0.2,99,95,104,96
CC(C)(C)C(=O)OCC1OC(n2cnc(C(N)=O)n2)C(O)C1O (configuration not stated),-1,94,100,0.1,91,122,98,94
O=C(Nc1ccccc1NS(=O)(=O)c1ccc(F)cc1)C1CCC1,-1,102,101,0.0,99,97,100,98
COC(=O)C1CCN(Cc2nnc(-c3ccccc3)o2)CC1,6,99,107,0.3,110,113,116,97
Cc1ccc(S(=O)(=O)N2CCCOC2CNC(=O)C(=O)NCc2cccs2)cc1 (configuration not stated),1,95,98,0.3,101,87,97,90
Cc1cc(C)c2c(N)c3ccccc3nc2n1,23,22[may fluoresce violet],?,0.1,15*[may fluoresce violet],99,134[may fluoresce violet],99[may fluoresce violet]
COc1cc(CNC2CCCCCCC2)c(Br)cc1OCCO,-3,105,107,0.0,105,101,101,99
NS(=O)(=O)c1ccc(NC(=S)N2CCN(C(=O)C3CCCO3)CC2)cc1 (configuration not stated),-1,104,103,0.1,105,106,101,90
CCOC(=O)c1ccn(-c2nc(-c3ccco3)cc(C(F)(F)F)n2)n1,1,102,100,0.3,103,92,100,99
CN(C)c1ccc(Nc2nc(-c3cccnc3)cs2)cc1,90*,98,94,0.3,103,99,101,97
COC(C(=O)Nc1ccc(Br)cc1F)c1ccccc1 (configuration not stated),4,97,91,0.1,102,106,103,88
Cc1nn(Cc2cccc(F)c2)c(C)c1NC(=O)c1c(Cl)cnn1C,4,109,115,0.2,107,98,102,101
Cc1ccc(N(C(=O)c2csnn2)C(C(=O)NC2CCCCC2)c2cccnc2)cc1C (configuration not stated),5,106,105,0.0,103,97,97,102
COc1ccc(-c2cc(C(=O)OCc3ccccn3)c3ccccc3n2)cc1,5,82,85,0.4,100,107,106,129
O=[n+]1c2c(n([O-])c3cc(Br)ccc31)CCC2,1,88,91,0.1,93,85,96,88
Cc1ccc(C(=O)/C=C/Nc2cccc([N+](=O)[O-])c2)o1,4,90,97,-0.3,93,84,91,96
O=C(CSc1nnc(NC(=O)c2c(F)cccc2F)s1)NC1CC1,1,103,105,0.2,113,113,112,110
CC(O)c1nc2ccc(Cc3ccc4nc(C(C)O)[nH]c4c3)cc2[nH]1 (configuration not stated),2,87,91,0.2,92,98,93,87
Cc1ccc(C(=O)C2=C(O)C(=O)N(Cc3ccccc3)C2c2cccnc2)o1 (configuration not stated),1,103,105,0.0,98,82,106,104
O=C(NCC(=O)N(CCN1CCOCC1)C(C(=O)NC1CCCC1)c1ccccc1)c1cccs1 (configuration not stated),5,113,97,0.6,99,95,100,109
CC1Cc2ccccc2N1C(=O)CSc1nnc(-c2ccc(S(=O)(=O)N3CCCC3)cc2)o1 (configuration not stated),1,98,87,0.4,96,105,100,96
